Screening data deposited in PubChem by The Scripps Research Institute Molecular Screening Center.
GPR7 antag: GPR7 receptor antagonists, primary screen, cell-based, fluorescence, single concentration; Neuropeptides B/W receptor type 1 (Homo sapiens), P48145; GPR7-expressing cells, fluorescence antagonist assay; inhibition, % at 4.4 µM; actives 1.1% (n = 290,000); AID 1861, 2009; in the data active = inhibition above about 16%, passing the limit was not always enough;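 note: cells stimulated with the agonist NPW; 0% = agonist with vehicle and 100% = vehicle without agonist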
Target sequence (P48145 whole entry, looked up): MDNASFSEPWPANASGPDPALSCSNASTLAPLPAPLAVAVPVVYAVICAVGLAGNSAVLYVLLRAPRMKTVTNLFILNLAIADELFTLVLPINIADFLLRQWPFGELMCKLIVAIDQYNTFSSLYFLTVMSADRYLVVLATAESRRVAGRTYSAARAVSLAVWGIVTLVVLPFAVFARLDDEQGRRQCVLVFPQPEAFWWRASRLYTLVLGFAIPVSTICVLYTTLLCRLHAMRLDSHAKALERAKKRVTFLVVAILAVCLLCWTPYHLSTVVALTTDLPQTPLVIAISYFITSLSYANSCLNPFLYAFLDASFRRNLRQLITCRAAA
OXTR potentiator: human OXTR potentiators, primary screen, fluorescence, CHO-OTR cells, Fluo-8 calcium | Fluo-8 calcium fluorescence, potentiator mode; 0% = oxytocin EC15, 100% = EC100 | activation, % at 3 µM | Oxytocin receptor (Homo sapiens), P30559 | actives 0.061% (n = 320,000);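 active = activation above that plate's cutoff, the mean activation of tested compounds plus 3 SD, cut at about 6.6% in these data, passing the limit was not always enough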;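 note: 100% uses oxytocin at 75 nM as the full agonist control; some results filed as inactive read as strong as hits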
Target sequence (P30559 whole entry, looked up): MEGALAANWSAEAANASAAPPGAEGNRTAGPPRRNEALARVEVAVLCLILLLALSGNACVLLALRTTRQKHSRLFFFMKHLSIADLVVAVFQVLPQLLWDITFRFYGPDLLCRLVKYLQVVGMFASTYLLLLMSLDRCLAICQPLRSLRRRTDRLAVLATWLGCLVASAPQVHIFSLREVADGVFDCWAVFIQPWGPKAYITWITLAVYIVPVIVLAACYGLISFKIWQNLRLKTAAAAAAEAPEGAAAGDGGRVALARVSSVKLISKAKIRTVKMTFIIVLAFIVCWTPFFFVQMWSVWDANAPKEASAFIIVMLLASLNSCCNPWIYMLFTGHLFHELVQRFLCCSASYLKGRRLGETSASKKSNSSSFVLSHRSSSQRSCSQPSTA
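Assay system: CHO-OTR cells, human receptor / Also added: oxytocin at about EC15, sub-maximal agonist stimulus / Dosing: single dose, 3.0 µM nominal final compound concentration / Incubation: 6 min pre-incubation, 100 s read / Technique: Fluo-8 calcium dye fluorescence / Read-out: % activation vs EC15 and EC100 oxytocin / Benchmarks: EC15 oxytocin low, 75 nM oxytocin high / Replicates: singlicate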
CHO parental Ca: ATP-evoked calcium signal inhibitors, parental CHO, primary screen, counter-screen for OX1R antagonist project, cell-based, fluorescence, Fluo-8 calcium dye; parental CHO-K1, ATP-induced calcium, Fluo-8 fluorescence; inhibition, % at 5.6 µM; actives 0.63% (n = 330,000);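 active = inhibition above that plate's mean sample inhibition plus 3 SD, cut at about 26% in these data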;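 note: 0% = ATP-challenged DMSO wells and 100% = DMSO wells without ATP; some compounds past the cut are filed as inactive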
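material = parental CHO cells | also added = ATP as calcium-mobilizing challenge | dosing = single point at 5.6 µM | detection = intracellular calcium via Fluo-8 no-wash fluorescent dye | read-out = % inhibition | benchmarks = low control ATP plus DMSO, high control DMSO only | repeats = one well per compound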
M1 ag parental: counter-screen for M1 agonists: effect in parental CHO-K1 cells | Fluo-8 calcium fluorescence; scaled to maximal ATP response, vehicle zero | activation, % at 3 µM | actives 0.48% (n = 360,000) | AID 602248, 2012; in the data active = activation above about 15%;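 note: untransfected CHO-K1 host cells lacking M1 receptor as counterscreen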
TAAR1 antag: human TAAR1 antagonists, primary screen, Fluo-8 calcium fluorescence, CHO RD-HGA16 cells. antagonist. actives 1.5% (n = 360,000). inhibition, % at 3 µM. Trace amine-associated receptor 1 (Homo sapiens), Q96RJ0;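 active = inhibition above a per-plate cutoff, the mean inhibition of test compounds on that plate plus 3 SD, cut at about 49% in these data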;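 note: 0% = DMSO plus EC80 beta-PEA response and 100% = DMSO alone without agonist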
Target sequence (Q96RJ0 whole entry, looked up): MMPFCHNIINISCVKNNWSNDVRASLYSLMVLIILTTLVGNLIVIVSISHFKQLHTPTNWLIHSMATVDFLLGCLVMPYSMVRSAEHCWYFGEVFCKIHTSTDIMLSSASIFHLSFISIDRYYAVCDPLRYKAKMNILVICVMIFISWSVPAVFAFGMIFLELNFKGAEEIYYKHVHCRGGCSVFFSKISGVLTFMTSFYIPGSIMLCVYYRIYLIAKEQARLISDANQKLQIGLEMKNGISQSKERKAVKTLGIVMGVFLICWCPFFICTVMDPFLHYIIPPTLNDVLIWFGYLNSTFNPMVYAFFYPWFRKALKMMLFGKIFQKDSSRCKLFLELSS
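Material: RD-HGA16 CHO cells with stable hTAAR1 and Gα16; Dosing: single nominal final test compound concentration of 3 µM; Schedule: seeding 17-24 h prior, 75-min 37 °C, 30-min RT dye loading; Detection: kinetic Fluo-8 calcium fluorescence measurement; Measure: % inhibition from peak post-agonist over basal fluorescence ratio; Benchmarks: vehicle and agonist controls.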
V1R ag counter: agonists of human V1a receptor, primary screen, counter-screen for OXTR agonist project, fluorescence, CHO-V1R cells. Vasopressin V1a receptor (Homo sapiens), P37288. Fluo-8 calcium fluorescence, agonist mode; 0% DMSO, 100% 3 nM vasopressin. activation, % at 3 µM. actives 0.25% (n = 320,000);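 active = activation above the mean activation of all tested compounds plus 3 SD, per screening run, cut at about 20% in these data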;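 note: signal is peak over basal fluorescence ratio across a 100 second FLIPR read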
OXTR ag: human OXTR agonists, primary screen, fluorescence, CHO-OTR cells, Fluo-8 calcium. Oxytocin receptor (Homo sapiens), P30559. Fluo-8 calcium fluorescence; normalized: DMSO 0%, oxytocin 100%. activation, % at 3 µM. actives 0.32% (n = 320,000);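 active = activation above the mean of all tested compounds plus 3 SD, cutoff set per screening run, cut at about 20% in these data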;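 note: peak over basal fluorescence ratio from a 100 s FLIPR kinetic read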
CHO-K1 Ca PAM: nonselective calcium activators in parental CHO-K1 cells, primary screen, counter-screen for M1 PAM project, cell-based, Fluo-8 calcium fluorescence, full deck, 1536-well | ATP EC20; 0% at ATP EC20, 100% at ATP max | AID 602247, 2012 | actives 0.02% (n = 360,000) | activation, % at 3 µM;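 active = activation above the run cutoff, the mean activation of all test compounds plus 3 SD, cut at about 40% in these data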;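 note: peak over basal fluorescence ratio in a 140 s read after ATP addition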
CHO-K1 Ca antag: nonselective inhibitor or artifact in parental CHO-K1 cells. ATP-induced calcium, Fluo-8 fluorescence. inhibition, % at 3 µM. actives 0.6% (n = 360,000). AID 602250;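 active = inhibition above a per-plate cutoff, the plate's mean sample inhibition plus 3 SD, cut at about 24% in these data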;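 note: 0% = DMSO plus EC80 ATP and 100% = DMSO alone without ATP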
Active calls of the source: *; / = not tested or not shown. Rows are unselected; 3.5% or so of the library scored in one or more.

| molecule | M1 ag parental | V1R ag counter | OXTR potentiator | CHO-K1 Ca antag | CHO parental Ca | TAAR1 antag | GPR7 antag | CHO-K1 Ca PAM | OXTR ag |
| --- | --- | --- | --- | --- | --- | --- | --- | --- | --- |
| C/C(=N\NS(=O)(=O)c1ccc([N+](=O)[O-])cc1)c1cccs1 | 0.4 | 2.0 | 2 | -6 | -6 | 3 | -19 | 22 | 0.1 |
| COc1ccc(/C(O)=C2/C(=O)C(=O)N(CCN(C)C)C2c2ccc(F)cc2)cc1Cl (stereo not drawn) | 0.1 | 2.2 | -17 | -5 | -19 | -9 | -3 | 4 | 0.1 |
| N/C(=N\OC(=O)Oc1ccccc1)c1ccc(Br)cc1 | 0.1 | 6.6 | -5 | -12 | -4 | -9 | -7 | 12 | 0.0 |
| O=C(Nc1cccc(C(F)(F)F)c1)c1csc([C@@H]2O[C@H](CO)[C@@H](O)[C@H]2O)n1 | 1.1 | / | / | 5 | / | 5 | / | 3 | / |
| CC(C)NCC#CCOc1ccc(Cl)cc1 | 13 | 0.2 | -11 | -20 | -13 | 9 | 4 | 22 | 1.4 |
| COc1ccc(CCNC(=O)COc2ccc(S(=O)(=O)NC3CCCCC3)cc2Cl)cc1 | 9.2 | 6.9 | -9 | -9 | 9 | 18 | 5 | 7 | 9.0 |
| COc1ccc(C(=O)Nc2ccc3c(c2)Cc2ccccc2-3)cc1 | 0.0 | -0.6 | -10 | 24* | -4 | 17 | -6 | -6 | -0.2 |
| CCCC(=O)Nc1ccc(S(=O)(=O)Nc2nccs2)cc1 | 5.0 | 0.3 | 0 | -7 | 5 | -1 | / | 9 | 0.0 |
| Cc1cc(C)cc(NC(=O)Cc2ccc(-n3cccc3)cc2)c1 | 0.7 | 0.4 | 2 | -13 | 30 | 27 | -1 | 20 | -0.5 |
| CC(C)OC(=O)c1cc2ccccc2[nH]1 | 2.0 | 2.3 | -2 | 5 | -7 | -4 | -14 | 7 | 2.3 |
| O=C(Nc1ccon1)c1cccc(C(F)(F)F)c1 | 1.2 | -0.9 | -3 | -7 | -1 | 15 | -7 | 22 | 0.2 |
| C/C(=N\NC(N)=S)c1cc(-c2ccccc2)c(-c2ccccc2)s1 | -0.6 | 0.8 | -10 | 7 | -12 | 19 | -31 | -16 | -2.0 |
| Cc1cccc(C)c1NC(=O)CN1C(=O)C2CC=CCC2C1=O (stereo not drawn) | -0.5 | -0.2 | 1 | -2 | -5 | -2 | / | -8 | 0.2 |
| Cc1ccc(NCc2nc3ccccc3n2C)cc1C | 0.7 | -0.2 | -17 | -5 | -14 | -6 | -2 | 8 | -0.8 |
| CC(=O)c1ccccc1NC(=O)CSc1n[nH]c(=O)n1C1CC1 | 1.4 | 15 | -1 | -8 | -3 | -9 | / | -1 | 1.9 |
| CCCCCn1c(SCC(=O)c2ccccc2)nc2cc(C(=O)NCc3ccco3)ccc2c1=O | 0.2 | / | / | -4 | / | 9 | -2 | 11 | / |
| COc1ccc(Cl)cc1S(=O)(=O)N1CCCC(C(=O)NCc2ccccn2)C1 (stereo not drawn) | 0.7 | 0.4 | 3 | -3 | -13 | 7 | / | 13 | -0.8 |
| Cc1ccc(S(=O)(=O)NCC(=O)N2CCN(S(=O)(=O)c3ccc(Cl)cc3)CC2)cc1C | 0.9 | 0.0 | -4 | -7 | -11 | -23 | / | 3 | -0.4 |
| Cc1ccc(-c2nc3ncccc3o2)cc1NC(=O)c1ccccc1 | -0.3 | -0.2 | -4 | -1 | -16 | -16 | -10 | 15 | -0.3 |
| CC(C)(C)c1ccc(S(=O)(=O)NCc2ccc(C(=O)N3CCCC3)cc2)cc1 | 1.7 | 1.1 | -5 | -10 | -14 | 10 | 10 | 21 | 0.3 |
| CC(=O)c1ccccc1NS(=O)(=O)c1c(C)nn(-c2ccccc2)c1C | 7.1 | 0.8 | 1 | -9 | -11 | 7 | -6 | 19 | 0.8 |
| CCC1CCC(N2CCN(c3ccc([N+](=O)[O-])cc3)CC2)CC1 (stereo not drawn) | 0.4 | / | / | 4 | / | -8 | 16 | -17 | / |
| CN(CC1CCCN(CCc2ccc(Cl)cc2)C1)C(=O)C(=O)c1ccco1 (stereo not drawn) | -0.5 | 1.1 | 0 | 0 | -17 | -11 | 1 | -4 | 1.2 |
| CSCCC(N=C1NS(=O)(=O)c2ccccc21)C(=O)N1CCCC(C(N)=O)C1 (stereo not drawn) | 0.0 | 0.8 | 5 | -3 | 1 | 11 | / | -15 | 0.4 |
| Cc1ccn(CC(=O)O)c(=O)c1 | 0.4 | 1.1 | 1 | -5 | -2 | -7 | -8 | 16 | 1.1 |
| Cn1nnnc1SCc1csc(Nc2ccccc2)n1 | 1.3 | 1.5 | -16 | -6 | -21 | -10 | -9 | 15 | -0.4 |
| O=C(CSC1=NCCN1)Nc1ccccc1[N+](=O)[O-] | 0.3 | -0.1 | -3 | 0 | 5 | -8 | -5 | -4 | 1.8 |
| COc1ccc(-c2cc(-c3nc4ccccn4c3NCc3ccccc3)ccc2OC)cc1 | 11 | 7.3 | -7 | 52* | 100* | 88* | / | -22 | 3.7 |
| CN(C(=O)COC(=O)c1n[nH]c2ccccc12)c1ccccc1 | 1.4 | -0.1 | -3 | 2 | -10 | 16 | -12 | -18 | 1.2 |
| COc1ccccc1NC(=O)CCNS(=O)(=O)c1ccc2c(c1)CC(C)N2C(=O)C1CC1 (stereo not drawn) | 6.2 | 6.7 | -3 | 4 | -19 | 4 | -10 | 0 | 6.2 |
| C=CCOC(=O)C1=C(C)OC(N)=C(C#N)C1c1ccco1 (stereo not drawn) | -0.5 | -0.1 | -2 | -5 | -27 | -2 | -14 | 11 | -2.4 |
| O=C(CSc1nc2c(c(C(F)(F)F)n1)CCc1ccccc1-2)NCc1ccc(F)cc1 | 1.2 | -0.1 | -3 | 1 | -23 | -4 | -2 | 9 | 0.8 |
| COc1ccc(C(CNC(=O)C(C)(C)Oc2ccc(Cl)cc2)N2CCCC2)cc1 (stereo not drawn) | 0.5 | 1.7 | -2 | -12 | -27 | -13 | / | 3 | 1.2 |
| Cn1c(N)c(C(=O)COC(=O)c2ccc(F)cc2Cl)c(=O)n(C)c1=O | 0.5 | 7.4 | -4 | 0 | -4 | 7 | / | -17 | 3.6 |
| Cc1ccc(-c2ccc(C3=CC(=O)CC(C)(C)C3=O)cc2)cc1 | 0.0 | / | / | -1 | / | 5 | / | 9 | / |
| CN(C)n1cnc2ccsc2c1=O | 0.3 | 0.1 | 3 | -5 | -12 | -1 | -14 | 24 | 0.5 |
| O=C(NCc1ccccc1Cl)C1CCCN1S(=O)(=O)c1ccccc1F (stereo not drawn) | 0.0 | -0.1 | -3 | 4 | -24 | -12 | -8 | -11 | 1.4 |
| COc1ccc(CCN2CC(C(=O)NCCc3cccnc3)CCC2=O)cc1 (stereo not drawn) | 0.3 | / | / | -3 | / | -4 | -6 | 0 | / |
| Cc1ccc(C)c(N(CC(=O)Nc2ccccc2C(=O)NCc2ccco2)S(=O)(=O)c2ccccc2)c1 | 1.8 | 0.5 | -7 | 16 | -11 | 79* | -6 | 0 | 0.3 |
| COc1cccc(C(NC(C)=O)c2nc(-c3ccc(C)c(C)c3)cs2)c1 (stereo not drawn) | -0.2 | / | / | 26* | / | -4 | / | -17 | / |
| N/C(=N/S(=O)(=O)c1ccccc1)c1cccc([N+](=O)[O-])c1 | 2.6 | 3.1 | -14 | -14 | 13 | 7 | -8 | 2 | 3.3 |
| CCNC(=O)n1nccc1C(C)Oc1cccc(C(F)(F)F)c1 (stereo not drawn) | 0.6 | -1.2 | -3 | -8 | -1 | 1 | -10 | 16 | -2.6 |
| COc1ccc(NC(=O)C2(C)CCN2CC2CCCCC2)cc1OC (stereo not drawn) | -0.4 | / | / | 2 | / | -29 | / | 5 | / |
| CCC(=O)Nc1ccccc1N1CCN(c2ccc(F)cc2)CC1 | 2.1 | 1.1 | -3 | -5 | -22 | 7 | 7 | 6 | -2.2 |
| COc1ccc(OC)c2sc(N(CCCN(C)C)C(=O)CCS(=O)(=O)c3ccccc3)nc12 | 1.6 | 1.0 | -1 | 9 | 1 | -7 | / | -1 | 5.5 |
| O=C(CCN1CCN(c2ccc(F)cc2)CC1)Nc1ccc(F)cc1 | 0.5 | 3.1 | -4 | -4 | -12 | 3 | -11 | -5 | 3.1 |
| NC[C@@H]1O[C@H](C23CC4CC(CC(C4)C2)C3)Cc2c1ccc(O)c2O | 2.6 | 6.5 | -13 | -2 | 17 | 71* | / | 13 | 1.1 |
| CCn1cnc2cc(NCc3nc4ccccc4n3C)ccc21 | 0.2 | 0.3 | -5 | 8 | -15 | 2 | -8 | 8 | -0.1 |
| Cc1ccc2nsnc2c1NC(=O)Cc1ccc(Cl)cc1 | 1.2 | -0.3 | 5 | -6 | -4 | 8 | 4 | 11 | -0.2 |
| C=CCn1c(SCC(=O)NNC(=S)Nc2ccccc2)nnc1-c1ccccc1 | 0.9 | 11 | -2 | -3 | -9 | -29 | -2 | 11 | -0.1 |

Later entries
| molecule | M1 ag parental | V1R ag counter | OXTR potentiator | CHO-K1 Ca antag | CHO parental Ca | TAAR1 antag | GPR7 antag | CHO-K1 Ca PAM | OXTR ag |
| --- | --- | --- | --- | --- | --- | --- | --- | --- | --- |
| Cc1ccc(N(C)S(=O)(=O)c2cccc(C(=O)OCC(=O)N(C)Cc3ccccc3)c2)cc1 | 7.4 | / | / | -4 | / | 44 | / | 12 | / |
| CCCC(C)NC(=O)c1sc2nc3n(c(=O)c2c1C)CCC3 (stereo not drawn) | 2.0 | -1.0 | -10 | -13 | -8 | 3 | -1 | 14 | 0.0 |
| Cc1ccc(NS(=O)(=O)c2ccc(OCC(=O)NCc3ccco3)cc2)cc1 | 2.0 | 12 | -19 | 12 | -7 | 22 | 4 | -7 | 12 |
| O=c1c2cc(Br)cc(Br)c2oc2nc3n(c(=O)c12)CCCS3 | / | 0.7 | -1 | / | -11 | / | -5 | / | 1.9 |
| COc1ccc(CCc2ccc3ccccc3n2)cc1 | -0.9 | / | / | -10 | / | -3 | / | 15 | / |
| COc1cc(C2NC(C(=O)O)Cc3c2[nH]c2ccccc32)cc(OC)c1OC (stereo not drawn) | 1.9 | -0.2 | 0 | -9 | -13 | -1 | -12 | -13 | -0.8 |
